# Assay outcomes (PubChem)
# EBNA-1 inhibitor: blocks EBNA-1 binding to DNA | EBNA-1 DNA binding, fluorescence polarization | inhibition, % at 14.8 µM | 300,000 tested, 0.34% active | AID 1950; in the data active = inhibition above about 28%
# Fam108B inh: blocks mouse Fam108B hydrolase in RBBP9 counter-screen; recombinant Fam108B, FP-Rh probe fluorescence polarization; inhibition, % at 9.51 µM; 300,000 tested, 0.33% active; AID 1947;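 active = inhibition above the screen mean inhibition plus 3 SD, computed separately per campaign, cut at about 18% in these data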;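 also: inhibitors lower polarization as less probe binds the enzyme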
# MCL1-BIM inh: MCL1-BIM-BH3 interaction inhibition (human); inhibition, % at 10.9 µM; Q07820; GST-MCL1 / FITC-Bim-BH3 fluorescence polarization; 320,000 tested, 0.68% active;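 active = inhibition above the mean inhibition of all tested compounds plus 3 SD, set per campaign, cut at about 40% in these data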;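 also: 0% = DMSO wells and 100% = unlabeled Bim-BH3 peptide control; higher means more loss of mP so more displacement of Bim peptide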
# ZTA DNA inh: counter-screen for EBNA-1 inhibitors: inhibitors of Epstein-Barr virus ZTA | ZTA-DNA binding, fluorescence polarization | 320,000 tested, 0.15% active | inhibition, % at 11 µM | P03206; in the data active = inhibition above about 33%
# Target sequence (P03206 whole entry, looked up): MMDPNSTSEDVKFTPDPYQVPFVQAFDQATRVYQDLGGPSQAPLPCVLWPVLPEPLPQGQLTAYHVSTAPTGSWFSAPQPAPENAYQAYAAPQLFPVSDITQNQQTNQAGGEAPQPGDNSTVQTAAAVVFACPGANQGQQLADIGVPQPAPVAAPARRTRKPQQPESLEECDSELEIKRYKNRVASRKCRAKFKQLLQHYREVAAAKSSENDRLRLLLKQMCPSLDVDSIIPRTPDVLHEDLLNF
# CR mimetic SO: yeast age-related superoxide inhibition as caloric restriction mimetic; S. cerevisiae aged cells, superoxide DHE fluorescence; hits give low values; superoxide response (% of plate mean), % at 10 µM; 330,000 tested, 0.18% active; AID 2690;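 active = superoxide response under a set limit, about three screen SD below normal, cut at about 65% in these data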;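 also: yeast aged for seven days with compound at 30 °C before DHE staining; 100% = average MFI of all compound-treated wells on the plate with controls excluded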
# MEX-5 binding: C. elegans MEX-5 TCR-2 RNA binding activity. MEX-5/FITC-TCR2 RNA binding, fluorescence polarization; hits give low values. activity score (negative = inhibition of binding), % at 10 µM. 300,000 tested, 0.38% active. AID 1832;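 active = inhibition past about -25% in most replicates, and total fluorescence under double the plate's negative control median, limit read from the data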;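 also: 0% = DMSO and -100% = 5 µM competing unlabeled TCR2 RNA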
# Target sequence (Q9XUB2 whole entry, looked up): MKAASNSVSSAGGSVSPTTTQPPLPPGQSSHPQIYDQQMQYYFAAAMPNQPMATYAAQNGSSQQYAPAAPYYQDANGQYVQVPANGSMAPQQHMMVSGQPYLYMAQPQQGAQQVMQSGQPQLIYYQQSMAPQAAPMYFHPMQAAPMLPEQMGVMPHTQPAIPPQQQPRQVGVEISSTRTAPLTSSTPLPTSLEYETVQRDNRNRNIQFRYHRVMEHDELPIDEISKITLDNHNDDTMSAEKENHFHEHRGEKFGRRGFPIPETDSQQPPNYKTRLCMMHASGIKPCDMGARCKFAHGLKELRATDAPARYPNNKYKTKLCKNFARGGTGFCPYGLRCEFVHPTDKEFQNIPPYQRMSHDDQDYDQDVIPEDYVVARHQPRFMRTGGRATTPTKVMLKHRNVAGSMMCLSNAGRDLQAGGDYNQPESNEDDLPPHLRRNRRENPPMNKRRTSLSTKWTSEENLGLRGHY
# GLD-1 TGE inh: GLD-1-TGE RNA interaction inhibition (C. elegans) | inhibition, % at 5.96 µM | Q17339 | purified GLD-1 + fluorescein TGE RNA, fluorescence polarization | AID 2280 | 320,000 tested, 0.44% active;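 active = percent inhibition above a per-plate cutoff, the plate mean of test compounds plus 3 SD, cut at about 30% in these data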;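 also: 0% = DMSO wells with GLD-1 and probe and 100% = wells lacking GLD-1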
# Efflux pump inh: antifungal efflux pump inhibition, Nile Red retention; S. cerevisiae Candida pump triplex; inhibition, % at 10 µM; AID 485275; 330,000 tested, 0.44% active;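 active = plate passing quality check with inhibition over a set limit, or well fluorescence over plate mean plus 4 SD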;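 also: Nile Red retained in pooled yeast measured as flow cytometry median fluorescence; 0% = buffer negative control and 100% = Enniatin B positive control; higher means more Nile Red kept so more efflux inhibition; some compounds called inactive have numbers as strong as hits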
# BCLXL inh: inhibitors of human Bcl-xL; Q07817; GST-Bcl-xL / FITC-Bim BH3 peptide fluorescence polarization; inhibition, % at 10.9 µM; 320,000 tested, 0.7% active; AID 2129;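 active = inhibition above the mean of all tested compounds plus 3 SD, cutoff set per campaign, cut at about 30% in these data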;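 also: 0% = DMSO wells and 100% = unlabeled Bim-BH3 peptide competitor; inhibitors lower millipolarization by displacing the labeled peptide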
# Target sequence (Q07817 whole entry, looked up): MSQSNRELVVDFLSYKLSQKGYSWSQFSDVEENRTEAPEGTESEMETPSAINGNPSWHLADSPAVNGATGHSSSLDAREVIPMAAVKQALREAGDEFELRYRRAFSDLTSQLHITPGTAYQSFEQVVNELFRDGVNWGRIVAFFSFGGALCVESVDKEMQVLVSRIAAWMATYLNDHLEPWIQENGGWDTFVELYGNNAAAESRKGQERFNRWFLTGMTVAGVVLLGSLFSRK
# * = called active by the depositor; x = not tested or not shown.
# Value order: EBNA-1 inhibitor	Fam108B inh	MCL1-BIM inh	ZTA DNA inh	CR mimetic SO	MEX-5 binding	GLD-1 TGE inh	Efflux pump inh	BCLXL inh
COC(=O)C1=C(c2ccccc2)C[C@@H]2CC[C@H]1N2C(=O)N1CCC(C)CC1
 : 5	3	2	8	100	0.7	1	-0.1	2
Cc1cccn2c(=O)c3c(nc12)N1CCCCC1C1(C3)C(=O)N(C)C(=O)N(C)C1=O (configuration not stated)
 : -3	-5	2	4	102	6.4	-1	-0.1	1
Cc1ccc(N2C(=O)NC(=O)/C(=C\c3ccc([N+](=O)[O-])o3)C2=O)cc1
 : 9	0	38	18	120	-68*	8	0.0	28
COc1cc(C=C2C(=O)NC(=O)NC2=O)ccc1O
 : 3	0	-1	-6	89	-6.6	-6	-0.1	3
CC(Cc1ccccc1)[n+]1cc(/N=C(\N)[O-])on1 (configuration not stated)
 : -28	-6	-6	-11	104	0.4	-1	1.1*	0
O=C(O)C(O)(c1ccccc1)C1CCCC1 (configuration not stated)
 : -8	-1	1	10	116	-2.1	2	0.0	3
CN(C)CCSC1c2ccccc2CSc2ccccc21 (configuration not stated)
 : 11	-2	1	17	104	-0.6	1	-0.3	4
CC(=O)N1CC(=O)Nc2ccc(Cl)cc2C1c1ccc(F)cc1 (configuration not stated)
 : -13	-3	2	-5	110	3.0	3	0.1	1
O=c1c2ccccc2nc(/C=C/c2ccc(O)cc2)n1-c1cccc(O)c1
 : 9	-7	8	11	110	-13	-18	-0.4	3
Cc1ccccc1Cc1c(C)nc2nc(SCC(=O)N3CCC4(CC3)OCCO4)nn2c1C
 : 14	-1	-1	-11	108	1.7	-1	0.1	1
C=C[C@H]1CN2CC[C@H]1C[C@H]2[C@H](O)c1ccnc2ccccc12
 : 4	3	4	5	99	x	1	0.0	3
CN(CCc1ccccc1)Cc1c[nH]c2ccccc12
 : -5	8	6	0	106	0.6	9	0.0	2
CN1C(=O)CC(c2ccccc2)Nc2ccccc21 (configuration not stated)
 : 3	0	9	7	103	1.3	-2	0.0	6
CN1C(=O)C(=Cc2ccc(N3CCOCC3)c([N+](=O)[O-])c2)C(=O)N(C)C1=O
 : -8	-3	13	0	106	2.7	0	0.0	13
O=c1[nH]c(=O)n(Cc2ccccc2)c(O)c1C=NCCN1CCNCC1
 : -3	4	3	-14	80	-0.8	2	0.1	2
O=c1ccc2cc(OC3O[C@H](CO)[C@@H](O)[C@H](O)[C@H]3O)c(O)cc2o1 (some centres not stated)
 : -1	4	9	12	95	x	3	-0.1	3
O=C1CN=C(c2ccccc2)c2ccccc2N1Cc1ccc(C(F)(F)F)cc1
 : -5	6	-2	17	133	0.0	-7	0.0	-1
COC(=O)C1=C(c2ccc(Cl)c(C(F)(F)F)c2)C[C@@H]2CC[C@H]1N2C(=O)NCCOc1ccccc1Cl
 : x	x	8	-8	115	x	9	0.5	5
CCOP(=O)(C#Cc1ccccc1)C(O)c1ccc(Br)cc1 (configuration not stated)
 : 2	1	7	0	96	1.4	5	0.1	3
CCOP(=O)(OCC)C(NC(=O)c1ccccc1C)C(Cl)(Cl)Cl (configuration not stated)
 : 2	2	6	-6	97	-2.5	4	-0.4	4
Cc1nccc2c1[nH]c1ccccc12
 : -15	-1	7	-5	111	-1.5	2	0.4	1
Cc1cc(NC(=O)COC(=O)c2c(C)nn(Cc3ccccc3)c2Cl)no1
 : -3	7	0	-10	106	-1.2	3	0.1	5
Cc1cc(/C=C2\C(=O)NC(=O)N(c3ccc(F)cc3)C2=O)c(C)n1-c1ccc(C(=O)O)cc1
 : -6	5	-3	-8	95	1.8	-6	-0.1	6
Cc1ccc(N2C(=O)CC(=O)NC2=O)cc1
 : -4	-2	-3	0	76	8.1	-6	-0.2	-3
COc1ccc2nc(/N=C/c3c(O)n(-c4cccc(Cl)c4)c(=O)[nH]c3=O)sc2c1
 : 7	0	-33	5	91	-3.7	-20	0.2	-28
O=C(CSC1c2ccccc2-c2ccccc21)N/N=C/c1ccccc1C(=O)O
 : -6	5	1	5	94	2.5	5	-0.1	2
O=C(c1cccc(C(F)(F)F)c1)C1CCCN(Cc2ncc[nH]2)C1 (configuration not stated)
 : -20	1	6	6	107	-0.6	-8	0.0	6
c1ccc2c(CN3CCN(C4CCCCC4)CC3)c[nH]c2c1
 : -15	0	-12	3	98	-1.0	-2	0.1	-4
CCOC(=O)c1[nH]c2ccc(OC)cc2c1C(SCC(=O)O)c1ccc(C(F)(F)F)cc1 (configuration not stated)
 : 3	0	15	3	112	0.5	-3	0.0	8
O=C(O)C1CSC(c2cccnc2)N1 (configuration not stated)
 : -2	1	7	-6	98	2.7	4	0.0	4

# Four of the compounds above, as labelled records:
molecule: O=C(c1cccc(C(F)(F)F)c1)C1CCCN(Cc2ncc[nH]2)C1 (configuration not stated)
  EBNA-1 inhibitor: -20 | Fam108B inh: 1 | MCL1-BIM inh: 6 | ZTA DNA inh: 6 | CR mimetic SO: 107 | MEX-5 binding: -0.6 | GLD-1 TGE inh: -8 | Efflux pump inh: 0.0 | BCLXL inh: 6

molecule: Cc1nccc2c1[nH]c1ccccc12
  EBNA-1 inhibitor: -15 | Fam108B inh: -1 | MCL1-BIM inh: 7 | ZTA DNA inh: -5 | CR mimetic SO: 111 | MEX-5 binding: -1.5 | GLD-1 TGE inh: 2 | Efflux pump inh: 0.4 | BCLXL inh: 1

molecule: Cc1cc(NC(=O)COC(=O)c2c(C)nn(Cc3ccccc3)c2Cl)no1
  EBNA-1 inhibitor: -3 | Fam108B inh: 7 | MCL1-BIM inh: 0 | ZTA DNA inh: -10 | CR mimetic SO: 106 | MEX-5 binding: -1.2 | GLD-1 TGE inh: 3 | Efflux pump inh: 0.1 | BCLXL inh: 5

molecule: Cc1cc(/C=C2\C(=O)NC(=O)N(c3ccc(F)cc3)C2=O)c(C)n1-c1ccc(C(=O)O)cc1
  EBNA-1 inhibitor: -6 | Fam108B inh: 5 | MCL1-BIM inh: -3 | ZTA DNA inh: -8 | CR mimetic SO: 95 | MEX-5 binding: 1.8 | GLD-1 TGE inh: -6 | Efflux pump inh: -0.1 | BCLXL inh: 6

# The list goes on:
# Value order: EBNA-1 inhibitor	Fam108B inh	MCL1-BIM inh	ZTA DNA inh	CR mimetic SO	MEX-5 binding	GLD-1 TGE inh	Efflux pump inh	BCLXL inh
Cn1c(O)c(C=Nc2ccc(Cl)cc2)c(=O)n(C)c1=O
 : 3	-1	1	2	90	0.9	3	0.0	6
CC(C)(C)n1cccc1/C=C1\C(=O)NC(=O)N(c2ccccc2)C1=O
 : -1	-1	-10	9	105	-12	-3	0.1	-5
COc1ccc(-n2c(O)c(C=NCCN(C)C)c(=O)[nH]c2=O)cc1
 : -11	-3	-3	8	96	2.4	3	0.1	2
c1ccc2c(CN3CCCCCCC3)c[nH]c2c1
 : 0	2	3	-2	97	0.1	4	-0.1	4
COC(=O)C1=C(c2ccc(OC)c(OC)c2)C[C@@H]2CC[C@H]1N2C(=O)NCCOc1ccccc1Cl
 : x	x	-5	-4	98	x	-5	-0.1	-3
COC(=O)C1=C(c2ccc(C(C)=O)cc2)C[C@@H]2CC[C@H]1N2C(=O)N1CCC(C)CC1
 : x	x	-4	-2	92	x	7	0.3	0
COc1ccc(C=O)cc1O
 : 8	-6	-7	14	96	0.6	8	-0.2	-5
OC1CCCCC1N1CCC(c2ccccc2)CC1 (configuration not stated)
 : -1	-1	6	-1	108	1.0	-3	0.0	7
Cc1c(NP(=O)(C(C)(C)C)C(C)(C)C)c(=O)n(-c2ccccc2)n1C
 : 10	1	1	-1	109	-1.0	-1	0.0	7
Cc1cc(/C=C2/C(=O)NC(=O)N(Cc3ccco3)C2=O)c(C)n1-c1ccccc1
 : 0	5	-29	2	108	2.9	-11	-0.2	-6

# (cont.)
structure | EBNA-1 inhibitor | Fam108B inh | MCL1-BIM inh | ZTA DNA inh | CR mimetic SO | MEX-5 binding | GLD-1 TGE inh | Efflux pump inh | BCLXL inh
O=C1NC(=S)N(c2ccc(F)cc2)C(=O)/C1=C/c1ccco1 | 78* | 52* | 68* | 25 | 91 | -94* | 1 | -0.1 | 79*
COc1cc2[nH]c(=O)n(-c3cccc(Cl)c3)c(=O)c2cc1OC | 2 | 2 | -3 | -9 | 105 | 2.8 | -3 | 0.0 | 4
O=C1NC(=O)[C@]2(Cc3ccccc3N3CCN(c4ccccc4)CC32)C(=O)N1Cc1ccccc1 (some centres not stated) | 10 | -2 | 17 | 0 | 113 | -2.1 | 4 | 0.2 | 21
CC(C)n1c(=O)c(C=Nc2ccc(Br)cc2)c(O)n(Cc2ccco2)c1=O | 7 | -12 | -37 | 2 | 104 | -1.1 | -14 | 0.4 | -25
N#CC(C#N)=Cc1cccnc1 | 9 | -2 | 4 | 11 | 121 | -1.0 | 7 | 0.0 | 11
C=CCn1c(O)c(C(CC)=Nc2ccc3c(c2)CCC3)c(=O)[nH]c1=O | -8 | -3 | 4 | -10 | 115 | -2.1 | -5 | 0.0 | 2
CCC(C)OC(=O)c1c(N)n(Cc2cccs2)c2nc3ccccc3nc12 (configuration not stated) | 1 | 1 | 1 | -3 | 101 | -0.1 | 9 | 0.0 | 6
c1ccc(-c2[nH]c(-c3ccccc3)[n+](CC3CO3)c2-c2ccccc2)cc1 (configuration not stated) | 10 | -3 | 10 | 9 | 85 | 3.1 | 1 | 0.1 | 8
CCCCCCOc1ccc(CN2CCN(CCO)CC2)cc1 | -2 | 3 | -1 | 0 | 108 | 0.1 | -2 | 0.2 | 0
COc1ccc(C2N(c3cc(C)on3)C(=O)C3CCCN32)cc1 (configuration not stated) | -1 | 1 | 0 | -14 | 101 | -2.4 | -6 | 0.0 | 2
CC12CN3CC(C)(CN(C1)C3c1ccncc1)C2=O (configuration not stated) | 19 | -2 | 0 | 13 | 83 | 1.3 | 3 | 0.0 | 3
COc1ccc2[nH]cc(CCN)c2c1 | -21 | -4 | 2 | -4 | 99 | x | 9 | 0.3 | -1
CCN(CC)c1ccc(/C=C2\C(=O)NC(=O)N(Cc3ccco3)C2=O)cc1 | 1 | -1 | -117 | 2 | 108 | 2.6 | -14 | 0.5* | -37
Cc1ccccc1N | x | x | 1 | -4 | 89 | x | 3 | -0.1 | 9
O=C(CCC(=O)N1CCOc2ccc(Cl)cc21)N1CCC2(CC1)OCCO2 | -6 | 1 | 8 | -13 | 92 | 0.3 | -1 | 0.2 | 7
CCN(CC)C(=O)c1ccc(NC(=O)Cn2nc(C)c3ccccc3c2=O)cc1 | 8 | 1 | 9 | 6 | 104 | -0.4 | 10 | 0.0 | 11
CNC(=S)N1CCn2cccc2C1c1cccnc1 (configuration not stated) | 19 | 5 | 10 | 2 | 98 | -1.1 | -11 | -0.1 | 5
COc1ccc(CNCCc2ccc(Cl)cc2)c(OC)c1OC | -3 | 2 | 5 | 7 | 106 | -3.0 | 3 | -0.1 | 8
C#CC1(O)C=CC2C3CCC4=CC(=O)CCC4C3CCC21CC (configuration not stated) | 3 | -3 | 5 | 1 | 92 | 0.6 | 4 | 0.0 | 4
O=C(NC1CONC1=O)OCC(Cl)(Cl)Cl (configuration not stated) | 5 | -1 | 11 | -6 | 110 | -3.0 | 9 | 0.1 | 8
CC(Cc1cccs1)NCc1ccc(Cl)cc1 (configuration not stated) | 0 | 2 | 7 | -12 | 97 | -0.7 | 8 | 0.0 | 5
C[N+]1(C)[C@@H]2CC[C@H]1CC(OC(=O)C(CO)c1ccccc1)C2 (some centres not stated) | 2 | -4 | -4 | 2 | 96 | -1.1 | -1 | -0.1 | -1
CC1CC(OP(O)(=S)c2ccc(N(C)C)cc2NC(=O)c2cccs2)CC(C)(C)C1 (configuration not stated) | -6 | -1 | 18 | 7 | 83 | 1.0 | -1 | 0.1 | 17

# These rows are one share of the data; rates above refer to the full screens.
